PglD inh – C. jejuni PglD acetyltransferase inhibitors, primary screen, biochemical, DTNB colorimetric, single point; UDP-N-acetylbacillosamine N-acetyltransferase PglD (Campylobacter jejuni); purified PglD enzyme, DTNB colorimetric CoA detection; inhibition, % at 12.5 µM; 360,000 compounds, 0.098% hits; AID 602405, 2012; in the data active = inhibition above about 16%, passing the limit was not always enough; inconclusive = no clear call, values can overlap the other calls; also: strong numbers were not always called active
E-selectin induc – E-selectin induction in HUVECs, primary screen, imaging, HUVEC, immunofluorescence imaging, single point. normalized: neutral wells 0, TNF-alpha wells 100. activation, % at 7.58 µM. AID 686992, 2013. 260,000 compounds, 0.37% hits. P16581;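 active = mean E-selectin-positive cell signal at least 10% of the positive control, reached in at least 60% of replicates, without over 20% cell loss; inconclusive = no rule given, readout overlaps actives, possibly toxicity-flagged; inactive = the rest, including those meeting only one limit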;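 also: in these data hits start at about 27%; measured in HUVEC primary endothelial cells; signal is the percent of cells scored E-selectin positive by PE staining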
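Read-out basis: % PE-positive cells; Test system: HUVEC primary endothelial cells; Technique: immunofluorescence imaging; Dosing: single-point compound dose.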
S100A4 inh HTS – inhibitors of S100A4-myosin IIA peptide binding, primary screen, biochemical, fluorescence polarization, TAMRA-MyoIIA peptide. AID 652163, 2013. inhibition, % at 10.7 µM. 360,000 compounds, 0.14% hits;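 active = mean inhibition of at least 70% across replicates, with every replicate also reaching that level; inconclusive = mean inhibition reaches 70% but some replicates fall short; inactive = mean inhibition below 70%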
Target sequence (P26447 whole entry, looked up): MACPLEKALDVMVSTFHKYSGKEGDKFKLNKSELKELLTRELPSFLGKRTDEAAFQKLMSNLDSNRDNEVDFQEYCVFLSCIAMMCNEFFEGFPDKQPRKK
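Compound dosing: one dose per compound; test system: human S100A4 monomer with TAMRA-labelled myosin IIA peptide; probe or stimulus: TAMRA-labelled myosin IIA heavy-chain peptide probe, 5 nM; medium: HEPES buffer with Ca2+, pH 7.2; schedule: 5 min incubation before reading; benchmarks: neutral control DMSO, positive control TFP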
DENV2 CPE rescue – inhibitors of DENV2 cytopathic effect, primary screen, cell-based, plate reader, single concentration | DENV2-infected cells, cytopathic effect rescue | CPE inhibition, % at 9.99 µM | 350,000 compounds, 1.7% hits; in the data active = CPE inhibition above about 20%, passing the limit was not always enough; inconclusive = no clear call, values can overlap the other calls; tested in BHK-21 cells;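 also: 0% = median of neutral control wells and 100% = median of positive control wells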
Statin myotox sup – suppressors of statin myotoxicity in C2C12 myotubes, primary screen, cell-based, single point, plate reader; C2C12 myotubes + simvastatin, ATP luminescence, 48 h; scaled: DMSO 0, geranylgeraniol control 100; rescue of ATP level, % at 7.49 µM; 330,000 compounds, 0.78% hits;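 active = mean ATP rescue above about 67%, or every replicate alone reaching that limit, limit read from the data, passing the limit was not always enough; inconclusive = no clear call, values can overlap the other calls; inactive = mean under the limit and some replicate under it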;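 also: myotubes were challenged with 10 µM simvastatin during compound exposure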
SIRT5 block – SIRT5 desuccinylase inhibitors, primary screen, biochemical, fluorescence imaging, single point, set 5; Purified SirT5, succinyl-peptide AMC, trypsin-coupled fluorescence; inhibition, % at 15 µM; NAD-dependent protein deacylase sirtuin-5, mitochondrial (Homo sapiens), Q9NXA8; AID 652115, 2013; 330,000 compounds, 1.1% hits; in the data active = inhibition above about 15%; inconclusive = no clear call, values can overlap the other calls
Target sequence (Q9NXA8 whole entry, looked up): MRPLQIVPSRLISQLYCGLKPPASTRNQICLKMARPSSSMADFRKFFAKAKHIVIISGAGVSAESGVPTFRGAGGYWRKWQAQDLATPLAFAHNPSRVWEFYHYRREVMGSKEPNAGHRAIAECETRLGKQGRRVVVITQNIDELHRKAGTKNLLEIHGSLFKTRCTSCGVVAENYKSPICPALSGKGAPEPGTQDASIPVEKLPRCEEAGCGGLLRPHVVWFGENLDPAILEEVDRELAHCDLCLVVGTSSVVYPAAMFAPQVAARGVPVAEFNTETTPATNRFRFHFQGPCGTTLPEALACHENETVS
ERp5 block – inhibitors of ERp5-driven insulin aggregation, primary screen, biochemical, turbidity, absorbance 650 nm, single point. Protein disulfide-isomerase A6 (Homo sapiens), Q15084. 90 min. inhibition, % at 9.99 µM. 350,000 compounds, 0.05% hits;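 active = mean replicate inhibition above about 25%, with every replicate also reaching it, limit read from the data, passing the limit was not always enough; inconclusive = only one of those two criteria met; inactive = neither criterion met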
Target sequence (Q15084 whole entry, looked up): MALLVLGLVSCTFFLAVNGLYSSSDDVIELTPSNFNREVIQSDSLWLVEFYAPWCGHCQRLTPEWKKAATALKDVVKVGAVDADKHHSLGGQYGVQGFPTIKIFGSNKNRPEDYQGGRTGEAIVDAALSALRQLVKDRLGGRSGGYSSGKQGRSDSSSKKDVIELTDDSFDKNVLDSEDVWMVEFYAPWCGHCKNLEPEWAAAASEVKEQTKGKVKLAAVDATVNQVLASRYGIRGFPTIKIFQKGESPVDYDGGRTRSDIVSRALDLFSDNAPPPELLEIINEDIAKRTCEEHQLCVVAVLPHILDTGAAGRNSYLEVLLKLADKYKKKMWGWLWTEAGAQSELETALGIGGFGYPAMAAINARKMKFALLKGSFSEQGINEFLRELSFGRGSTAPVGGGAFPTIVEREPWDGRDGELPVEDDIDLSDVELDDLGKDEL
Starred values were filed as active, the others as inactive; ? = inconclusive; · = not tested or not shown; & = joins results of further samples. An excerpt; rates above refer to the full screens.

SMILES	PglD inh	E-selectin induc	S100A4 inh HTS	DENV2 CPE rescue	Statin myotox sup	SIRT5 block	ERp5 block
Cc1cc(CNC(=O)Cc2ccc(F)cc2)c2ccccc2n1	·	8.8	-6	10	·	-3	1
Cc1ccc(S(=O)(=O)Nc2ccc3c(c2)C(=O)N([C@H](C)CO)C[C@@H](C)[C@@H](CN(C)Cc2ccc(Cl)c(Cl)c2)OCCCC[C@H](C)O3)cc1	·	·	0	19	·	8	2
O=C(NCc1ccccc1)C1=C[C@H](c2ccc(C(F)(F)F)cc2)C[C@H](OCc2ccc(CO)cc2)O1	0	0.2	-3&-7	-16&12	-11	6	6&-5
Cn1c(Cc2ccccc2)[n+](C)c2ccccc21	·	0.6	2	·	·	-2	-3
Cc1ccc(S(=O)(=O)N2C[C@H]3n4c(=O)ccc(=O)n4C[C@H](OC(=O)NCc4ccco4)[C@@]3(O)C2)cc1	1	-0.2	9	-5	-15	33*	0
CCc1cccc(N(C(=O)c2csnn2)C(C(=O)NC(C)(C)CC)c2ccccn2)c1 (configuration not stated)	·	·	3	4	·	2	4
C[C@@H]1CN([C@@H](C)CO)S(=O)(=O)c2ccc(/C=C/c3ccccc3)cc2O[C@@H]1CN(C)C(=O)c1ccncc1	4	0.0	-8	18	-8	1	-1
C[C@@H]1CN([C@H](C)CO)C(=O)c2cc(NS(C)(=O)=O)ccc2O[C@H]1CN(C)Cc1ccncc1	-2	11	3	1	26	-6	2
O=C(c1ccc(Cl)c(Cl)c1)N1CCC(=O)N(C(COCc2cccc(Cl)c2)Cc2ccccc2)CC1 (configuration not stated)	10	0.4	-1	1	0	1	-1
Cc1cc(C)cc(OCC(=O)Nc2ccccc2C(=O)N2CCOCC2)c1	-4	0.6	-3	9	10	-1	1
CC(C)c1cc2c(c(O)c1O)[C@@]13CCCC(C)(C)C1CC2OC3=O (some centres not stated)	16	·	1	15	9	·	3
CCC(=O)N1[C@H](CN(C)C(C)=O)[C@@H](c2ccc(-c3ccc(F)cc3)cc2)[C@@H]1CO	0	-0.5	·	?	9	·	·
Cn1ncc([N+](=O)[O-])c1C(=O)Nc1ccc(-c2nc3ccccc3o2)cc1	·	-0.6	-3	·	·	-3	0
COc1ccc(NC2CCCN(C(=O)CCCn3cncn3)C2)cc1 (configuration not stated)	3	-1.0	2	-4	-10	-1	-1
NS(=O)(=O)c1ccc(CCNC(=O)C2(S(=O)(=O)c3ccc(Cl)cc3)CC2)cc1	-6	·	4	?	4	-2	1
CC1CCN(CC(=O)N2CCc3ccccc32)CC1	4	·	-1	5	7	0	-11
CCS(=O)(=O)Nc1ccc2c(c1)C(=O)N(C)C[C@@H](OC)[C@H](C)CN(Cc1nccs1)[C@@H](C)CO2	-3	-0.2	43	-8	2	-1	5
CCSc1nc2ccccc2n1Cc1nc(N)nc(N(C)C)n1	-2	·	-1	-1	-10	-3	1
OC(c1ccc(Cl)cc1)C(CN1CCOCC1)c1ccccc1 (configuration not stated)	-3	·	-8	5	6	2	-1
CC1CCN(CC(=O)c2cccs2)CC1	·	·	0	3	·	1	1
C=C(C)COc1ccc(-c2ncnc(C(F)(F)F)c2-c2ccc(OC)cc2)c(O)c1	0	0.1	5	-5	3	-6	-2
Cc1nc(NC(=O)/C=C/c2ccc(C(C)(C)C)cc2)sc1C(=O)N(C)C	·	-0.3	3	-1	·	-2	2
Cc1ccc(S(=O)(=O)N(C)C[C@@H]2Oc3ccc(NC(=O)C4CCCCC4)cc3C(=O)N([C@H](C)CO)C[C@H]2C)cc1	0	-0.1	5	-20	21	2	-2
COC(=O)c1ccc(Nc2nc(N3CCOCC3)nc(N3CCOCC3)n2)cc1	-4	-0.5	-6	-1	-13	-4	9
COc1ccc(NC(=O)Nc2cccc3c2O[C@H](CN(C)C(=O)Nc2cccc4ccccc24)[C@@H](C)CN([C@@H](C)CO)C3=O)cc1	-2	0.3	·	3	37	·	·
Additional compounds follow:
SMILES	PglD inh	E-selectin induc	S100A4 inh HTS	DENV2 CPE rescue	Statin myotox sup	SIRT5 block	ERp5 block
Cc1ccc(S(=O)(=O)N2CCOCC2)cc1NC(=O)CSc1nc2ccccc2c(=O)n1Cc1ccccc1	-2	3.0	-7	-20	·	-1	-1
C[C@]12c3[nH]c4cc(-c5ccco5)ccc4c3CCN1C(=O)[C@@H](CC(=O)NCCN1CCOCC1)C[C@@H]2C(=O)N1CCOCC1	2	0.0	-6	11	1	-17	2
CC1(C)CC(=O)C(C=Nc2cccnc2/N=C/C2=C(O)CC(C)(C)CC2=O)=C(O)C1	·	·	1	-7	·	10	2
Cc1noc(C)c1COc1ccccc1C(=O)NC(C)c1ccc(F)cc1 (configuration not stated)	-5	1.4	1	-4	7	13	0
COc1ccc(-c2nc(SCC(=O)N(CC(C)C)c3c(N)n(Cc4ccccc4)c(=O)[nH]c3=O)n[nH]2)cc1	·	-1.6	-2	5	-35	3	3
CSCCC(NC(=O)COc1ccccc1)C(=O)NC1CCC(C)CC1 (configuration not stated)	1	-0.3	1	-1	-10	-1	1
COC(=O)Nc1ccc(S(=O)(=O)N2CCC(C(=O)NCc3ccc4c(c3)OCO4)CC2)cc1	9	0.5	1	-7	-15	-2	3
COc1ccc(/C=N/c2nc3ccccc3n2CCN2CCCCC2)cc1OC	-2	·	-9	-5	-14	-9	4
CCN(C(=O)COC(=O)c1cccn1C)C1CCS(=O)(=O)C1 (configuration not stated)	·	·	-4	6	·	-5	-8
COc1cccc(-c2cccc(-c3nc(C(=O)NCCCN4CCOCC4)cc4c3[C@@H](CCO)N(S(=O)C(C)(C)C)C4)c2)c1 (some centres not stated)	3	-0.1	-8	16	·	0	-2
Cc1nonc1CC(=O)NC1CCCc2c1cnn2-c1ccc(F)cc1F (configuration not stated)	2	0.1	-2	-9	20	-4	2
C[C@H]1CN([C@@H](C)CO)C(=O)c2cc(C#Cc3ccc(F)cc3)cnc2O[C@@H]1CN(C)C(=O)Nc1ccc(F)cc1	-2	·	3	-5	37	-5	5
C[C@H](CO)N1C[C@H](C)[C@H](CN(C)CC2CC2)Oc2c(NC(=O)C3CCCCC3)cccc2C1=O	-11	-0.2	2	11	-19	-3	6
COCC#Cc1cnc2c(c1)C(=O)N([C@@H](C)CO)C[C@@H](C)[C@@H](CN(C)S(C)(=O)=O)O2	17	-0.2	-2	-2	-7	-4	-4
Cc1cc(NC(=O)/C=C/c2ccccc2)c(C(C)C)cc1O	·	0.1	0	4	·	3	4
CC(=O)c1sc2nc(-c3ccccc3)cc(C)c2c1N	-1	-0.1	-8	-7	-32	1	-1
CN(C)C1=NCCN1CCC1CCCC1	-1	0.0	-10	15	12	-1	-3
O=C(Nc1ncccc1O)c1ccc2ccccc2c1	-1	0.6	-2	-4	-5	-2	-5
COc1cc(NC(=O)COC(=O)c2n[nH]c3ccccc23)c(C)cc1[N+](=O)[O-]	4	0.6	0	-3	16	1	7
CCC(=O)N1C[C@@H](C)[C@@H](OC)CN(C)C(=O)c2cc(NC(=O)C3CC3)ccc2OC[C@H]1C	2	-0.3	-10	-7	-1	-6	2
Oc1c(C(c2ccccc2)N2CCN(Cc3ccccc3)CC2)sc2ncnn12 (configuration not stated)	3	0.0	2	-1	-4	-1	-2
N#CC1(NC(=O)CSc2nnc3n2CCCCC3)CCCCC1	-4	-2.1	-2	?	-4	-4	·
CN(C/C=C/C#CC(C)(C)C)Cc1cccc2ccccc12	5	-0.1	2	-2	-3	-1	3
Oc1ccc(-c2csc(Nc3cccc4ccccc34)n2)cc1O	0	0.1	-2	3	-19	1	1
CCn1nc(C(=O)NCC2COc3ccccc3O2)c2ccccc2c1=O (configuration not stated)	·	3.0	-2	-3	-3	5	3

Compound profiles, as listed above:
Results for C[C@]12c3[nH]c4cc(-c5ccco5)ccc4c3CCN1C(=O)[C@@H](CC(=O)NCCN1CCOCC1)C[C@@H]2C(=O)N1CCOCC1 : PglD inh: 2; E-selectin induc: 0.0; S100A4 inh HTS: -6; DENV2 CPE rescue: 11; Statin myotox sup: 1; SIRT5 block: -17; ERp5 block: 2
Results for C[C@H](CO)N1C[C@H](C)[C@H](CN(C)CC2CC2)Oc2c(NC(=O)C3CCCCC3)cccc2C1=O : PglD inh: -11; E-selectin induc: -0.2; S100A4 inh HTS: 2; DENV2 CPE rescue: 11; Statin myotox sup: -19; SIRT5 block: -3; ERp5 block: 6

New compounds follow.
SMILES	PglD inh	E-selectin induc	S100A4 inh HTS	DENV2 CPE rescue	Statin myotox sup	SIRT5 block	ERp5 block
CCN1C(=NCCc2ccccn2)N[C@@H](c2cccc(C(F)(F)F)c2)C(C(=O)OC)=C1C	0	·	3	-14	-15	·	-7
O=C(COC(=O)c1cccs1)Nc1ccccc1[N+](=O)[O-]	0	0.0	0	1	6	-1	-3
Cc1ccc(CNC(=O)Cn2cnc(S(=O)(=O)N3CCCCC3)c2)o1	-4	·	-1	10	2	-4	1
CCCCCC(=O)c1ccc(O)cc1O	·	-0.3	2	-5	2	-2	1
Cc1nn(CC(=O)NCc2ccccc2)c(=O)c2cccn12	-1	?	-1	3	11	-4	-4
COc1ccccc1NCCC(=O)OCC(=O)NC1CC1	0	2.9	-1	-1	·	-2	-2

For reference, some entries already given:
SMILES	PglD inh	E-selectin induc	S100A4 inh HTS	DENV2 CPE rescue	Statin myotox sup	SIRT5 block	ERp5 block
O=C(COC(=O)c1cccs1)Nc1ccccc1[N+](=O)[O-]	0	0.0	0	1	6	-1	-3
Cc1ccc(CNC(=O)Cn2cnc(S(=O)(=O)N3CCCCC3)c2)o1	-4	·	-1	10	2	-4	1

Single entries from the results shown:
CCN1C(=NCCc2ccccn2)N[C@@H](c2cccc(C(F)(F)F)c2)C(C(=O)OC)=C1C in S100A4 inh HTS is entered as 3
CCn1nc(C(=O)NCC2COc3ccccc3O2)c2ccccc2c1=O (configuration not stated) in Statin myotox sup is entered as -3
C[C@H]1CN([C@@H](C)CO)C(=O)c2cc(C#Cc3ccc(F)cc3)cnc2O[C@@H]1CN(C)C(=O)Nc1ccc(F)cc1 in Statin myotox sup is entered as 37

5 entries from above, as comma-separated lines:
structure,PglD inh,E-selectin induc,S100A4 inh HTS,DENV2 CPE rescue,Statin myotox sup,SIRT5 block,ERp5 block
O=C(COC(=O)c1cccs1)Nc1ccccc1[N+](=O)[O-],0,0.0,0,1,6,-1,-3
Cc1ccc(CNC(=O)Cn2cnc(S(=O)(=O)N3CCCCC3)c2)o1,-4,·,-1,10,2,-4,1
CCCCCC(=O)c1ccc(O)cc1O,·,-0.3,2,-5,2,-2,1
Cc1nn(CC(=O)NCc2ccccc2)c(=O)c2cccn12,-1,?,-1,3,11,-4,-4
COc1ccccc1NCCC(=O)OCC(=O)NC1CC1,0,2.9,-1,-1,·,-2,-2

Screening data from PubChem.
